# NPY Y1 blocker: blocks the human neuropeptide Y Y1 receptor; P25929; HEK293-CNG Y1 cells, membrane potential fluorescence; NPY at EC95, then isoproterenol; inhibition, % at 3.6 µM; actives 1% (n = 200,000);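 active means inhibition above the campaign mean inhibition of all tested compounds plus 3 SD, cut at about 20% in these data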;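 further: 0% = DMSO wells given NPY plus isoproterenol and 100% = isoproterenol alone without NPY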
# Target sequence (P25929 whole entry, looked up): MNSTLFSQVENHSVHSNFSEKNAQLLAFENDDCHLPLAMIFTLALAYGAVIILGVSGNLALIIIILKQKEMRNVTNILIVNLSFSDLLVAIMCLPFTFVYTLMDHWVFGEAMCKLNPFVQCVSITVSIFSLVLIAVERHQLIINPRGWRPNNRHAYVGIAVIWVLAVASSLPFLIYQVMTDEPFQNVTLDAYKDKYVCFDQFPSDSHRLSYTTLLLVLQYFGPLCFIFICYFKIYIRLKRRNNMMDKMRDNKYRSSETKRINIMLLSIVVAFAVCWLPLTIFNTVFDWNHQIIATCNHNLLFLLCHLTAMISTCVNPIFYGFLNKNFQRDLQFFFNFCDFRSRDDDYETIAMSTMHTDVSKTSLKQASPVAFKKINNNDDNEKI
#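 Assay system: HEK293 Y1/CNG channel cell line; Doses: single compound dose of 3.6 µM, 0.4% DMSO; Timing: dye 3 h, compound 60 min room temperature, stimulation 45 min; Technique: Membrane-potential fluorescent dye readout; Measure: % inhibition of NPY effect.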
# PGE2 EP2 inh: inhibitors of human EP2 prostaglandin E2 receptor; P43116; C6 glioma cells expressing human EP2, cAMP TR-FRET; cells stimulated with saturating PGE2; inhibition, % at 25 µM; actives 0.52% (n = 260,000); AID 1422;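 active means percent inhibition above 40 after rounding to a whole number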;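 further: rat C6 glioma host cells with rolipram phosphodiesterase inhibitor present; the protocol text gives 20 µM as final concentration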
# NPY-Y1 PAM-ag: human NPY-Y1 potentiation or agonism, primary screen. P25929. NPY-Y1 expressing cells, potentiator/agonist activation. activation, % at 3.6 µM. actives 0.37% (n = 220,000). AID 1304; in the data active means activation above about 33%, passing the limit was not always enough;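 further: cells stimulated with NPY at EC10 then isoproterenol at EC100; 0% = low agonist plus stimulus and 100% = saturating agonist plus stimulus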
# S1P4 antag: antagonists of human S1P4 receptor | O95977 | S1P4-expressing cells, antagonist mode, reporter read-out | inhibition, % at 4.98 µM | actives 0.26% (n = 220,000); in the data active means inhibition above about 29%;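 further: 0% = wells stimulated with agonist and 100% = vehicle wells without agonist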
# Target sequence (O95977 whole entry, looked up): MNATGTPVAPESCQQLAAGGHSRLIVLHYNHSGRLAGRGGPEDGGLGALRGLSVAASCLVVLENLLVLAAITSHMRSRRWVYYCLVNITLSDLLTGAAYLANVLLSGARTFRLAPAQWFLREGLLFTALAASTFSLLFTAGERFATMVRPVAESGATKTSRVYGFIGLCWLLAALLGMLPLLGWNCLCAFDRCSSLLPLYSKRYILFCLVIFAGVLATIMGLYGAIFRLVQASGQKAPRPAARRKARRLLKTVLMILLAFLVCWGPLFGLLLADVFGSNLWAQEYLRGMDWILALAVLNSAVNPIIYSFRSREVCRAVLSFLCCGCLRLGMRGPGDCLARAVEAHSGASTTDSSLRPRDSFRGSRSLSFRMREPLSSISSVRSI
# p97 inhibitor: inhibitors of human p97 ATPase; P55072; recombinant p97 ATPase, Kinase-Glo ATP luminescence, 3 h; inhibition, % at 8 µM; actives 0.42% (n = 220,000); in the data active means inhibition above about 15%;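 further: 0% = DMSO vehicle and 100% = wells lacking enzyme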
# S1P4 agonist: agonists of human S1P4 receptor; O95977; S1P4-expressing cell line, agonist reporter assay; activation, % at 4.98 µM; actives 0.35% (n = 220,000); AID 1509; in the data active means activation above about 11%;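 further: 0% = DMSO vehicle and 100% = reference agonist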
# EP2 modulator: EP2 receptor (human) modulation | induction, % at 25 µM | actives 0.83% (n = 260,000) | EP2-expressing cells, cAMP HTRF FRET, PGE2 co-stimulation | AID 940;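 active means compounds whose cAMP rise, as percent of the full-agonist control response, exceeds 60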;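 further: rat C6 glioma line stably carrying human EP2 under a CMV promoter; the protocol text gives 20 µM as final concentration; 100% = response of wells given 1 µM PGE2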
# eIF4E 4G PPI: inhibitors of eIF4E and eIF4G interaction in translation initiation; P63073+Q04637; inhibition, % at 21.7 µM; TR-FRET eIF4E-eIF4GI(517-606) binding, 2 h; AID 782; actives 0.37% (n = 220,000);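 active means inhibition above about 30%, limit read from the data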;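 further: 0% = full FRET control wells and 100% = background wells lacking eIF4GI fragment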
# NPY2 pot ag: potentiators or agonists of human neuropeptide Y receptor Y2; cells expressing NPY-Y2, potentiator/agonist read-out; activation, % at 3.6 µM; actives 0.45% (n = 220,000); AID 1359; in the data active means activation above about 27%;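 further: cells stimulated with NPY near EC25 plus isoproterenol at EC100; 0% = vehicle plus submaximal agonist and 100% = vehicle plus saturating agonist; some results beyond the cut were filed as inactive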
# Numbers without * were called inactive; . = not tested or not shown; & = joins results of further samples; [ ] = remark or other dose. A portion of the library (hit frequency here may not be typical).
SMILES,NPY Y1 blocker,PGE2 EP2 inh,NPY-Y1 PAM-ag,S1P4 antag,p97 inhibitor,S1P4 agonist,EP2 modulator,eIF4E 4G PPI,NPY2 pot ag
CCOC(=O)c1c(C)[nH]c(C(=O)COC(=O)COc2ccccc2C=O)c1C,2,7,-7,-2,-2,0.2,10,1,-4
O=C(COc1cccc(Cl)c1)Nc1cc(S(=O)(=O)N2CCOCC2)ccc1N1CCOCC1,.,7,13,-4,1,-0.9,6,-14,-13
O=C(O)C1CCCN(S(=O)(=O)c2ccc(F)cc2)C1 (configuration not stated),5,13,-12,-1,-1,0.6,31,-2,7
CC(C)Nc1nnc(SCC(=O)/C=C2\N(C)c3ccccc3C2(C)C)s1,-1,6,-21,-5,-4,1.4,5,4,-1
O=C(O)c1ccc(NS(=O)(=O)c2cccc3nsnc23)cc1,8,2,-8,-8,5,-1.7,17,2,11
OCC1(CCCc2ccccc2)CCN(C2CCSCC2)CC1,25*,10,-14,2,-3,-1.5,5,1,-28
O=S(=O)(N1CCOCC1)N1CCCN(S(=O)(=O)N2CCOCC2)CC1,3,13,2,-14,4,1.7,8,1,-6
COc1ccc(NC(=O)c2cc3c(Cl)nc4ccccc4c3s2)cc1OC,1,15,3,-13,2,2.2,-67,16,-2
COP(=O)(OC)C(NC(=O)Nc1ccccc1)c1ccccc1 (configuration not stated),.,7,3,10,4,0.5,-6,0,0
CCCCNC(=O)CC1NCCNC1=O (configuration not stated),0,7,-17,-9,-1,-0.6,17,0,-1
Cc1cc(NC(=O)c2c(Cl)cccc2Cl)no1,-5,2,1,-12,7,-1.1,-24,-1,-13
COc1ccc(/C=N/N2C(=O)CN(C(=O)c3ccccc3)C2c2ccc(OC)cc2)cc1 (configuration not stated),.,10,5,0,3,-0.6,3,-2,0
CCOC(=O)N1CCN(C(=O)CCn2c(=O)[nH]c3ccsc3c2=O)CC1,-5,6,-3,8,7,-0.6,23,2,9
O[C@@H]1COC(Nc2ccc(N=Nc3ccccc3)cc2)C[C@@H]1O (some centres not stated),.,8,21,13,6,-0.8,-25,0,22
Cc1cccc(C)c1NC(=O)C(c1ccccc1)N1CCC1=O (configuration not stated),-2,2,-1,-7,-4,-0.7,-6,-1,-13
N#C/C(=C(/O)COC(=O)CCC1CCCCC1)c1nc2ccccc2[nH]1,20,8,-36,10,5,0.5,-9,6,-2
Clc1ccccc1Sc1cnc2ccccc2n1,0,22,2,7,0,1.4,25,-14[fluorescence artefact?],8
O=C(c1ccc(F)cc1Cl)N(c1ccccn1)C1CCCCC1,3,5,-4,-3,-2,2.3,2,-4,-11
Cc1nc(C)c(-c2csc(N)n2)s1,1,6,4,-15,-1,1.5,1,-2,-2
O=C(NNC(=O)c1csc(-c2cnccc2C(F)(F)F)n1)c1ccc(C(F)(F)F)cc1,.,5,-26,12,-6,1.9,-13,-1,4
COc1ccc(-n2c(C)nc3c(cnn3-c3ccccc3)c2=O)cc1,3,4,15,-18,-3,0.1,-8,-3,-1
Cn1c(CSCc2ccccc2)n[nH]c1=S,3,6,-14,-16,3,-0.3,-1,15,-2
CCc1nnc(NC(=O)CSc2nnc(-c3ccoc3C)n2-c2ccccc2)s1,-4,23,-6,-22,-4,0.3,-3,-1,-10
Cn1c(SCC(=O)NCc2cccs2)nnc1-c1ccc(S(=O)(=O)N2CCCC2)cc1,-3,6,-8,3,2,-1.3,16,4[fluorescence artefact?],-5
COC(=O)c1cc(=O)n2c(-c3ccc(OC)cc3)csc2n1,-4,13,-4,1,7,-0.1,11,7,-3

# (listing goes on)
SMILES,NPY Y1 blocker,PGE2 EP2 inh,NPY-Y1 PAM-ag,S1P4 antag,p97 inhibitor,S1P4 agonist,EP2 modulator,eIF4E 4G PPI,NPY2 pot ag
Cc1ccc(S(=O)(=O)[N-]c2nc3ccccc3nc2-[n+]2cc(C)cc(C)c2)cc1,.,6,2,-2,8,0.5,14,0,2
CC(CCc1ccccc1)NCc1ccncc1 (configuration not stated),-1,10,-17,-20,-2,-0.9,16,0[fluorescence artefact?],6
Cc1ccccc1NC(=O)c1cnn(-c2ccccc2)c1NC(=O)c1ccco1,-1,6,13,-32,0,1.4,.,.,-7
CN(C)c1ccc(/C=N/N2C(=S)SC(C)(C)C2N(O)C(=O)Nc2ccc([N+](=O)[O-])cc2)cc1 (configuration not stated),-7,12,13,-11,5,0.4,-3,6[fluorescence artefact?],2
CN1CCN(C2=Cc3ccccc3Sc3cc(F)ccc32)CC1,-1,25,-12,-9,-5,2.2,-6,-4,-5
Cc1ccc(C)c(C(=O)CN2C(=O)c3ccccc3S2(=O)=O)c1,0,8,14,2,5,-0.5,23,-10[fluorescence artefact?],-27
C=CCn1c(SCC(N)=O)nc2nc3c(cc2c1=O)COC(C)(C)C3,.,8,5,-29,3,1.2,10,0,-3
O=C(O)c1cccc(CSc2nc(-c3ccccc3)cc(C(F)(F)F)n2)c1,1,20,-32,-15,0,1.0,27,6,-4
Cc1cccc(NC(=O)c2sc(NC(=O)c3ccco3)c(C#N)c2C)c1C,0,9&9,-7,-2,16*,2.1,1&-70,6,11
Cc1cccc(C)c1-n1c(C)cc(/C=N\Nc2ccc([N+](=O)[O-])cn2)c1C,17,13,-10,4,-6,1.8,14,0,-1
Cc1cc(C)cc(OCCCOc2cccc3cccnc23)c1,3,7,0,14,0,1.3,-14,0,-24
CC(=O)CCc1oc2ccc(C)cc2c1-c1ccccc1,.,10,-10,11,-4,0.6,49,-2,-6
Cc1cc(C(=O)COc2cccc(-n3cnnn3)c2)c(C)n1-c1ccccc1,17,6,0,-11,6,2.6,-4,-18,-10
COC(=O)[C@H](C)[C@@H]1C[C@@]1(C)[C@@H](NC(=O)OCc1ccccc1)c1ccccc1,2,10,8,-3,0,0.8,49,1,6
CCCCOc1c(C(=O)Nc2ccccc2)nnn1-c1ccccc1,14,8,-32,-15,-4,-0.5,20,2,-14
CS(=O)(=O)N(CC(=O)NCC1CCCO1)Cc1ccc(Cl)cc1 (configuration not stated),2,12,-4,-14,3,0.1,12,-3,30
Cc1cc(C)n(-c2ccc(S(=O)(=O)N3CCOCC3)cc2[N+](=O)[O-])n1,.,6,0,-17,-2,0.0,2,-1,8
Cn1c(N2CCN(S(=O)(=O)c3ccc(F)cc3)CC2)nc2ccccc21,2,19,-14,-11,6,-0.3,-70,-4,-3
N#CCSc1ncnc2sc3c(c12)CCC3,3,10,-5,-15,-1,1.6,28,-11,-14
Cc1cc(C)cc(CSCC(=O)N/N=C/c2ccc(OCC(=O)NCc3ccco3)cc2)c1,-3,7,25,-5,-6,2.4,-22,2,2
CC(=O)c1ccc(N2CCN(c3ccc(S(=O)(=O)N4CCN(C)CC4)cn3)CC2)cc1,-4,3,18,7,0,-1.7,1,1[fluorescence artefact?],-10
COc1cc(-c2nc3n(n2)C(c2ccncc2)C2=C(CCCC2=O)N3)cc(OC)c1OC (configuration not stated),-2,10,-1,-16,3,-2.6,-13,2,-4
COC(=O)c1sc(NC(=O)COc2cccc(C)c2)nc1C,10,7,-17,-25,1,-0.1,15,-4,-2
O=C(CNC(=O)/C(=C/c1ccccc1)NC(=O)c1ccc(Br)cc1)OCc1ccccc1,4,12,-33,3,-3,-0.4,3,1[fluorescence artefact?],-20
CCN(C(=O)COC(=O)/C=C/c1cnc2ccccc2n1)c1ccccc1,4,0,-2,0,5,1.0,-46,-2,4

# 15 structures already listed, ordered by formula weight, largest number first.
SMILES,NPY Y1 blocker,PGE2 EP2 inh,NPY-Y1 PAM-ag,S1P4 antag,p97 inhibitor,S1P4 agonist,EP2 modulator,eIF4E 4G PPI,NPY2 pot ag
CN(C)c1ccc(/C=N/N2C(=S)SC(C)(C)C2N(O)C(=O)Nc2ccc([N+](=O)[O-])cc2)cc1 (configuration not stated),-7,12,13,-11,5,0.4,-3,6[fluorescence artefact?],2
CC(=O)c1ccc(N2CCN(c3ccc(S(=O)(=O)N4CCN(C)CC4)cn3)CC2)cc1,-4,3,18,7,0,-1.7,1,1[fluorescence artefact?],-10
COc1cc(-c2nc3n(n2)C(c2ccncc2)C2=C(CCCC2=O)N3)cc(OC)c1OC (configuration not stated),-2,10,-1,-16,3,-2.6,-13,2,-4
Cc1ccc(S(=O)(=O)[N-]c2nc3ccccc3nc2-[n+]2cc(C)cc(C)c2)cc1,.,6,2,-2,8,0.5,14,0,2
O=C(O)c1cccc(CSc2nc(-c3ccccc3)cc(C(F)(F)F)n2)c1,1,20,-32,-15,0,1.0,27,6,-4
Cc1cccc(NC(=O)c2sc(NC(=O)c3ccco3)c(C#N)c2C)c1C,0,9&9,-7,-2,16*,2.1,1&-70,6,11
Cc1cc(C(=O)COc2cccc(-n3cnnn3)c2)c(C)n1-c1ccccc1,17,6,0,-11,6,2.6,-4,-18,-10
CCN(C(=O)COC(=O)/C=C/c1cnc2ccccc2n1)c1ccccc1,4,0,-2,0,5,1.0,-46,-2,4
C=CCn1c(SCC(N)=O)nc2nc3c(cc2c1=O)COC(C)(C)C3,.,8,5,-29,3,1.2,10,0,-3
CCCCOc1c(C(=O)Nc2ccccc2)nnn1-c1ccccc1,14,8,-32,-15,-4,-0.5,20,2,-14
Cc1ccc(C)c(C(=O)CN2C(=O)c3ccccc3S2(=O)=O)c1,0,8,14,2,5,-0.5,23,-10[fluorescence artefact?],-27
CN1CCN(C2=Cc3ccccc3Sc3cc(F)ccc32)CC1,-1,25,-12,-9,-5,2.2,-6,-4,-5
CC(=O)CCc1oc2ccc(C)cc2c1-c1ccccc1,.,10,-10,11,-4,0.6,49,-2,-6
N#CCSc1ncnc2sc3c(c12)CCC3,3,10,-5,-15,-1,1.6,28,-11,-14
CC(CCc1ccccc1)NCc1ccncc1 (configuration not stated),-1,10,-17,-20,-2,-0.9,16,0[fluorescence artefact?],6

# (more compounds)
SMILES,NPY Y1 blocker,PGE2 EP2 inh,NPY-Y1 PAM-ag,S1P4 antag,p97 inhibitor,S1P4 agonist,EP2 modulator,eIF4E 4G PPI,NPY2 pot ag
CCNCc1ccccc1OCc1ccccc1,2,7,-9,-35,1,0.7,24,-3,15
Cc1ccc(N(CC(=O)NC(C)(C)C)C(=O)CS(=O)CC(=O)Nc2ccc3c(c2)OCO3)cc1 (configuration not stated),9,8,-2,-24,4,-0.9,27,-2,-11
COc1ccc(-n2cc(C#N)c(=O)n(Cc3ccc(F)cc3)c2=O)cc1,-4,3,8,-4,2,0.0,8,2,4
Cc1nc(-c2ccc(C(=O)Nc3ccccc3F)cc2)cs1,-2,4,-11,-4,-24,-1.3,-46,2,-14
CSc1nnnn1-c1c(C)cc(C)cc1C,.,11,-8,-2,3,4.3,-4,-9,-3
COc1ccc(NC(=O)CSc2nncc3ccccc23)cc1,-1,3,9,-2,8,1.7,-13,-3,10
CC1(c2ccccc2)NC(=O)N(N)C1=O (configuration not stated),-6,9,-17,0,2,-1.0,27,5,3

# Bioassay records (PubChem)
